High-throughput results deposited in PubChem BioAssay by several laboratories.
Ecoli viability – reduces bacterial viability in AddAB counter-screen | E. coli V3065 growth, OD600 absorbance, 18 h | actives 0.27% (n = 330,000) | inhibition, % at 11.9 µM;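 active = inhibition above the campaign's mean inhibition across all tested compounds plus 3 SD, cut at about 9.9% in these data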;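 also: uninfected addAB+ strain grown without phage in ampicillin broth; 0% = DMSO wells and 100% = ciprofloxacin 0.95 µg/ml wells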
AddAB inh – less growth of phage-infected E. coli with AddAB. AID 435030. actives 0.29% (n = 330,000). inhibition, % at 11.9 µM. E. coli expressing H. pylori AddAB, absorbance growth; in the data active = inhibition above about 12%;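 also: 0% = vehicle wells of infected cells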
Mot1-301 SUMO – blocks SUMOylation pathway, rescuing yeast Mot1-301 growth | S. cerevisiae Mot1-301 growth rescue, ATP luminescence, 38.5C; percent above DMSO median, 100 means doubled | growth rescue, % at 18.8 µM | actives 1% (n = 320,000);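 active = every valid replicate shows activation above 250% relative to neutral control wells; inactive = the rest, any valid replicate at or below 250%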;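 also: OY570 slx delta 5 strain wells were the positive control but not used for scaling; some compounds called inactive have numbers as strong as hits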
PKA-R2B act – activators of human PKA-R2B complex. PKA-R2B holoenzyme dissociation, Cy5-IP20 fluorescence polarization; R2B truncated from residue 108, S112A mutant; 0% DMSO only, 100% 113 µM cGMP. AID 504700. actives 0.079% (n = 340,000). activation, % at 11.4 µM;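 active = activation above a cutoff set at the mean over all compounds plus 3 SD, cut at about 18% in these data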;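 also: higher means more holoenzyme dissociation and a rise in polarization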
Target sequence (P31323 whole entry, looked up, other chains not shown, the tested form may be a part): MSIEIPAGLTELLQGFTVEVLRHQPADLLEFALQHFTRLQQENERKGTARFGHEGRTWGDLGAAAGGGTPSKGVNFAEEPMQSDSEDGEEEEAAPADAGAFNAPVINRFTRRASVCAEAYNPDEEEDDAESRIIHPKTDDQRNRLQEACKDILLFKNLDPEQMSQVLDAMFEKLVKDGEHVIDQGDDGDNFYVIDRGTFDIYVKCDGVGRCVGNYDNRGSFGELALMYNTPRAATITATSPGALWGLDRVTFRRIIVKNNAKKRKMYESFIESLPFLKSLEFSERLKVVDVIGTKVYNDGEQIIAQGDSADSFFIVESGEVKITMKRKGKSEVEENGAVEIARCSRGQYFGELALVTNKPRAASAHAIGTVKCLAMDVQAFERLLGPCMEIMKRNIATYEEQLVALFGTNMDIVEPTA
PKA-R1A act – activators of PKA-R1A complex; activation, % at 11.4 µM; PKA-R1A dissociation, Cy5-IP20 fluorescence polarization; scaled: DMSO 0%, 113 µM cGMP 100%; AID 504707; actives 0.083% (n = 340,000);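 active = percent activation above the mean of all tested compounds plus 3 SD, cut at about 19% in these data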;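 also: higher means more PKAc released from R1A so a rise in polarization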
phage Ecoli inh – E. coli growth loss with phage present. growth absorbance. inhibition, % at 11.9 µM. actives 0.26% (n = 360,000). AID 651602; in the data active = inhibition above about 11%
Tat export inh – E. coli Tat transport inhibition. AID 488895. inhibition, % at 10 µM. actives 0.036% (n = 340,000). E. coli MC4100 TorA-mCherry Tat export, fluorescence;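 active = mean replicate inhibition at least 50% and at least half of replicates individually reaching 50%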;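 also: exported cargo escapes ClpAP degradation while cytoplasmic cargo is degraded and loses fluorescence; 0% = median of neutral control wells and 100% = median of NaSCN control wells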
PfHsp90 yeast 2 – growth inhibition of yeast expressing Plasmodium Hsp90. AID 504621. actives 0.32% (n = 310,000). inhibition, % at 9.4 µM. S. cerevisiae expressing PfHsp90, BacTiter-Glo ATP, 48 h; yeast lacking PDR1 and PDR3 efflux regulators;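 active = every replicate shows inhibition above about 80%, whatever the replicate mean, limit read from the data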;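 also: 0% = DMSO neutral controls and 100% = 20 µM radicicol positive controls; yeast relying on Plasmodium falciparum Hsp90 in place of its own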
MOR-DOR inv ag – inverse agonists of human mu-delta opioid receptor heterodimerization | P35372+P41143 | cell-based MOR-DOR heterodimer luminescence, inverse agonism | inhibition, % at 9.3 µM | actives 0.21% (n = 340,000); in the data active = inhibition above about 22%, passing the limit was not always enough;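 also: 0% = cells with DMSO and 100% = wells without cells with DMSO; values of inactives mirror those of a sister screen read the other way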
OPRM1-OPRD1 ag – OPRM1-OPRD1 heterodimerization agonism. P35372+P41143. cells, luminescence. activation, % at 9.3 µM. actives 0.3% (n = 340,000). AID 504326; in the data active = activation above about 18%;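 also: 0% = vehicle-treated cells and 100% = reference agonist; values of inactives mirror those of a sister screen read the other way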
HTR5A inv ctr – inverse agonist of human HTR5A in OPRM1-OPRD1 counter-screen; P47898; AID 504634; inhibition, % at 9.3 µM; actives 0.083% (n = 340,000); HTR5A cell line, luminescence, inverse agonism; in the data active = inhibition mostly above about 23%, no sharp cut-off; inactive = mostly below about 18%;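 also: 0% = cells with DMSO and 100% = no-cell wells with DMSO; some compounds called inactive have numbers as strong as hits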
Target sequence (P47898 whole entry, looked up): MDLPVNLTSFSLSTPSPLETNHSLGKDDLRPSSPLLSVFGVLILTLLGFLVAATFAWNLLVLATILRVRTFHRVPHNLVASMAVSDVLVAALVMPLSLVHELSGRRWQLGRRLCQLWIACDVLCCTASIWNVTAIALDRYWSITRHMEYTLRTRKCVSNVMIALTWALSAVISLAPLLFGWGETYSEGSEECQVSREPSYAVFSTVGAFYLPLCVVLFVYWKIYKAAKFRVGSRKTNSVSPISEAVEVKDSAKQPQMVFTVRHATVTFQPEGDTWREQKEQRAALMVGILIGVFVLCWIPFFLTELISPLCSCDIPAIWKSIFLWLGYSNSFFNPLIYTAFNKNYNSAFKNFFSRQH
* hit, by the source's call; . = not tested or not shown. A portion of the library, so the mix of outcomes need not match the whole.

SMILES	Ecoli viability	AddAB inh	Mot1-301 SUMO	PKA-R2B act	PKA-R1A act	phage Ecoli inh	Tat export inh	PfHsp90 yeast 2	MOR-DOR inv ag	OPRM1-OPRD1 ag	HTR5A inv ctr
CCCCn1c(NS(=O)(=O)c2ccc(C)cc2)c(C(=O)OCC)c2nc3ccccc3nc21	1.1	2.4	0	-5	-9	1.5	3	-13	22	-4.0	4
C[N+]12CCC(CC1)C(C(O)(c1ccccc1)c1cccs1)C2 (stereo unspecified)	-0.2	-0.5	-5	-3	4	0.9	2	-11	8	-1.3	-16
O/N=C1/C(=C\c2ccccc2)N2CCC1CC2	-2.1	0.1	-13	-3	2	3.2	-5	.	3	-0.5	-17
Cc1cc(OCC(=O)NCC(O)c2ccccc2)c2c3c(c(=O)oc2c1)CCCC3 (stereo unspecified)	0.9	2.0	-2	-1	4	1.3	-12	0	1	-0.3	8
Cc1sc2ncn(CC(=O)NCC(=O)N3CCC4(CC3)OCCO4)c(=O)c2c1C	0.3	2.2	8	3	-6	0.7	4	3	8	-2.0	-12
Cc1cc(OC(=O)CCCNC(=O)OC(C)(C)C)c2c3c(c(=O)oc2c1)CCC3	-1.5	4.2	1	-1	-5	4.2	2	.	11	-2.1	19
Nc1c(Br)cc([N+](=O)[O-])cc1[N+](=O)[O-]	-1.8	1.7	157	-1	3	2.9	2	-21	-10	1.8	-2
O=P(CN1CCN(c2ccccc2)CC1)(N1CCCCC1)N1CCCCC1	2.6	1.1	-22	0	2	-0.4	8	-7	6	-1.0	-23
Cc1ccc(-n2c(O)c(C=Nc3ccc(S(=O)(=O)N(C)C)cc3)c(=O)[nH]c2=O)cc1	-0.9	2.1	0	-8	8	1.1	-2	3	15	-2.9	10
CC(C)NCC(O)c1ccc(C2CCCC2)cc1 (stereo unspecified)	3.4	7.1	-11	5	-10	5.4	1	2	4	-0.7	-2
CCCNc1nc(OC)nc(N2CC3CC(C2)c2cccc(=O)n2C3)n1 (stereo unspecified)	-0.8	2.5	-8	-2	-4	2.0	-5	.	3	-0.7	-1
Cc1ccccc1NS(=O)(=O)c1ccc(OCC(=O)N2CCN(C)CC2)cc1	1.5	2.0	-5	-2	6	2.1	-3	23	9	-1.7	0

Among those listed so far, 5 contain four or more nitrogen atoms.
SMILES	Ecoli viability	AddAB inh	Mot1-301 SUMO	PKA-R2B act	PKA-R1A act	phage Ecoli inh	Tat export inh	PfHsp90 yeast 2	MOR-DOR inv ag	OPRM1-OPRD1 ag	HTR5A inv ctr
CCCCn1c(NS(=O)(=O)c2ccc(C)cc2)c(C(=O)OCC)c2nc3ccccc3nc21	1.1	2.4	0	-5	-9	1.5	3	-13	22	-4.0	4
Cc1sc2ncn(CC(=O)NCC(=O)N3CCC4(CC3)OCCO4)c(=O)c2c1C	0.3	2.2	8	3	-6	0.7	4	3	8	-2.0	-12
O=P(CN1CCN(c2ccccc2)CC1)(N1CCCCC1)N1CCCCC1	2.6	1.1	-22	0	2	-0.4	8	-7	6	-1.0	-23
Cc1ccc(-n2c(O)c(C=Nc3ccc(S(=O)(=O)N(C)C)cc3)c(=O)[nH]c2=O)cc1	-0.9	2.1	0	-8	8	1.1	-2	3	15	-2.9	10
CCCNc1nc(OC)nc(N2CC3CC(C2)c2cccc(=O)n2C3)n1 (stereo unspecified)	-0.8	2.5	-8	-2	-4	2.0	-5	.	3	-0.7	-1

(list continues)
SMILES	Ecoli viability	AddAB inh	Mot1-301 SUMO	PKA-R2B act	PKA-R1A act	phage Ecoli inh	Tat export inh	PfHsp90 yeast 2	MOR-DOR inv ag	OPRM1-OPRD1 ag	HTR5A inv ctr
Cc1cc(Br)c(NC(=O)CN2CC=C(c3ccccc3)CC2)c(Br)c1	1.9	3.0	36	-21	-8	3.0	11	-5	-9	1.9	-5
Cc1ccc(CN2CCCN(Cc3ccc(C)cc3)S2(=O)=O)cc1	3.0	2.6	34	-3	-8	-1.2	9	14	-3	0.7	-1
CCC(CC)C1C(C#N)=C(N)Oc2c1c(=O)oc1ccccc21 (stereo unspecified)	1.3	2.7	.	-11	-8	2.5	3	-6	-28	4.8	-21
CCCCn1c(=O)c(C(=O)NCc2ccccc2OC)c(O)c2ccccc21	-2.2	-2.1	7	13	-10	3.5	-1	12	14	-3.0	1
Cc1ccc2c(c1)NP(=S)(Oc1ccccc1)N2 (stereo unspecified)	.	.	.	-14	1	3.5	-2	-3	15	-2.8	8
CCC(CO)(C(=O)OC1C[N+]2(C)CCC1CC2)c1ccccc1 (stereo unspecified)	-2.6	-1.5	7	20*	-4	1.1	0	11	15	-2.8	-3
CCc1c(C)nc(N)nc1N1N=C1SC	-0.2	-1.4	12	1	-2	2.2	-8	-3	14	-2.8	-18
CN1CCN(c2ccc([N+](=O)[O-])cc2Cl)CC1	4.0	1.8	.	0	-12	1.2	-1	.	1	-0.3	-13
CCC(=O)Nc1ccccc1	-3.0	0.3	2	2	8	2.3	-6	16	1	-0.2	-19
Fc1ccc(NC2=NCCS2)cc1Cl	-2.0	2.1	239	-7	-11	0.6	13	-14	12	-2.7	-11
Clc1cccc(Cl)c1CN1CCN(c2ccccc2)CC1	-3.2	1.9	43	-19	-3	0.5	2	-22	-10	1.7	1
Cc1n[nH]c(C)c1CCN	-1.8	0.3	-15	-3	-1	2.1	-2	-46	-3	0.7	14

The closing 3 entries of the part above open the next one.
SMILES	Ecoli viability	AddAB inh	Mot1-301 SUMO	PKA-R2B act	PKA-R1A act	phage Ecoli inh	Tat export inh	PfHsp90 yeast 2	MOR-DOR inv ag	OPRM1-OPRD1 ag	HTR5A inv ctr
Fc1ccc(NC2=NCCS2)cc1Cl	-2.0	2.1	239	-7	-11	0.6	13	-14	12	-2.7	-11
Clc1cccc(Cl)c1CN1CCN(c2ccccc2)CC1	-3.2	1.9	43	-19	-3	0.5	2	-22	-10	1.7	1
Cc1n[nH]c(C)c1CCN	-1.8	0.3	-15	-3	-1	2.1	-2	-46	-3	0.7	14
CCOP(=O)(OCC)C(CC)N1CCOCC1 (stereo unspecified)	0.7	6.5	155	4	1	3.0	2	26	6	-1.4	-3
COC(=O)CC1(CC(=O)OC)C(=O)NC(=O)NC1=O	0.5	2.2	-10	-14	-4	1.2	-4	6	23	-4.6	14
Cc1cc(O)c2c(C)c(CC(=O)N3C[C@H]4C[C@@H](C3)c3cccc(=O)n3C4)c(=O)oc2c1	-0.2	3.2	5	0	-4	3.2	1	-4	12	-2.4	12
COc1ccc(S(=O)(=O)Cc2ccc(C(=O)N3CCC4(CC3)OCCO4)o2)cc1	2.1	0.5	9	-4	13	1.8	-5	-47	3	-0.5	10
CC1C(=O)OC2CCN3CC4OC4(COC(=O)C(C)(O)C1(C)O)C23 (stereo unspecified)	.	.	.	-3	-4	2.0	1	0	5	-0.9	-5
O=C1NC(=O)N(c2ccccc2)C(=O)/C1=C\c1ccccc1[N+](=O)[O-]	-1.7	1.4	-2	6	-1	-1.3	-2	-5	13	-2.6	11
CCC(=O)c1ccc(OCC(=O)N2CCN(CC(=O)Nc3ccc(C)cc3)CC2)cc1	-0.2	1.7	8	8	1	0.2	1	-16	2	-0.5	2
C[C@]12CCC3[C@@H](CC[C@H]4C[C@@H](O)CC[C@]34C)C1CCC2=O (stereo partly specified)	-1.7	1.5	67	1	6	0.6	1	-9	2	-0.5	-15
CCOc1ccc(N=Cc2c(O)n(-c3cc(C)cc(C)c3)c(=O)[nH]c2=O)cc1	-1.4	-0.9	-26	1	-7	-0.4	-9	-14	14	-2.6	-8
O=C(O)c1cccc2c1NC(C(=O)O)C1CC(Sc3ccccc3[N+](=O)[O-])C(Cl)C21 (stereo unspecified)	-0.8	2.9	-5	22*	5	-1.3	-2	5	23	-4.3	-7
C[C@]12CCC3C(CC[C@H]4C[C@@H](O)CC[C@]34C)C1CC[C@@H]2N (stereo partly specified)	-1.7	-2.7	19	-7	4	1.2	-16	18	-61	12	17
COc1cc(CN2CCN(C(=O)Cc3ccccc3)CC2)cc(OC)c1OC	1.2	1.1	4	9	6	-0.6	-2	5	16	-3.4	9
CCOC(=O)[C@@]1(C#N)[C@@H]2C=CC(C(N)=O)=CN2[C@@H](C(N)=O)[C@@H]1c1cccc(Cl)c1	-2.4	0.5	1	-5	-6	0.9	3	-18	-20	3.7	-9
O=c1[nH]c2ccccc2c(=O)n1-c1ccc(Cl)cc1Cl	0.1	-0.1	.	-9	-4	3.2	-3	-6	-4	0.8	36
CC(=O)OC(C)(C)/C=C/C(=O)C(C)(O)C1C(O)CC2(C)C3CC=C4C(CC(O)C(=O)C4(C)C)C3(C)C(=O)CC12C (stereo unspecified)	.	.	.	-4	-8	1.1	2	1	10	-2.4	-3
Cc1c2cnn(CC(=O)N3CCC4(CC3)OCCO4)c(=O)c2c(C)n1Cc1ccccc1F	-2.0	2.0	-10	-1	-1	0.5	-9	3	12	-2.3	4
CCc1nc2ccccc2c(=O)n1-c1ccccc1[N+](=O)[O-]	-3.1	1.2	1	-11	-13	3.1	-4	-12	10	-2.2	6
CN1C(=O)N(C)C(=O)C2(Cc3ccccc3N3CCOCC32)C1=O (stereo unspecified)	1.3	2.1	4	7	-2	2.9	-3	10	0	0.1	-21
CCC12CN3CCN(CC(C3)/C1=N/NC(=O)c1ccncc1)C2	0.2	1.8	507*	-1	-6	5.5	0	-57	0	-0.1	9
C[C@]12CCC(=O)C=C1CC[C@@H]1C2CC[C@]2(C)C(=O)CCC12 (stereo partly specified)	-0.3	-0.6	37	3	3	-2.2	-5	-5	15	-3.2	-3
NN=C(N)N	-1.4	0.2	6	4	2	6.4	5	15	7	-1.2	-23
CCOC(=O)C(O)(c1ccc(NC(=O)c2ccc(Cl)c(Cl)c2)cc1)C(F)(F)F (stereo unspecified)	0.2	3.0	-9	0	4	2.4	11	-9	-16	3.1	4
C[N+]1(C)C2CC[C@H]1CC(OC(=O)C(CO)c1ccccc1)C2 (stereo partly specified)	-1.8	-4.4	3	-3	-8	1.6	-8	-1	10	-1.8	-6
O=C1c2cccc3cccc(c23)C(=O)N1/N=C/c1c(O)n(-c2ccccc2)c(=O)[nH]c1=O	-0.3	8.3	-4	-3	12	0.7	-7	-19	-1	0.2	0
O=c1[nH]c(=O)n(C2CCCCC2)c(O)c1/C=N/N1CCCCC1c1cccnc1 (stereo unspecified)	0.6	2.0	-16	4	4	1.7	2	2	9	-1.8	-17
CCOC(=O)C1(CCc2ccccc2)CCN(CC(O)CO)CC1 (stereo unspecified)	-0.2	3.0	-5	-4	9	0.4	3	-3	5	-1.1	-1
c1cncc(C2Nc3cccc4cccc(c34)N2)c1	-4.1	-1.7	-17	3	-16	-1.2	8	-26	2	-0.4	-3
CC(O)C1C=CC=CC(=O)OC2CC3OC4C5OC5(C)C(O)CC4(COC(=O)C(O)C(C)CCO1)C2(C)C31CO1 (stereo unspecified)	.	.	.	0	1	4.2	5	-4	17	-3.2	8
Cc1cccc(CN2CCCC(C(=O)c3ccc4c(c3)OCO4)C2)n1 (stereo unspecified)	-4.5	-1.3	0	-4	-3	3.0	-10	-5	1	-0.3	-10
